D2 PAM: D2 dopamine receptor (human) potentiation; 340,000 compounds, 0.34% hits; potentiation, % at 10 µM; P14416; HEK293 T-REx D2, calcium flux, EC20 dopamine potentiation;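 active = potentiation over 3 SD above the plate norm, cut at about 30% in these data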; note: 0% is about no effect
Target sequence (P14416 whole entry, looked up): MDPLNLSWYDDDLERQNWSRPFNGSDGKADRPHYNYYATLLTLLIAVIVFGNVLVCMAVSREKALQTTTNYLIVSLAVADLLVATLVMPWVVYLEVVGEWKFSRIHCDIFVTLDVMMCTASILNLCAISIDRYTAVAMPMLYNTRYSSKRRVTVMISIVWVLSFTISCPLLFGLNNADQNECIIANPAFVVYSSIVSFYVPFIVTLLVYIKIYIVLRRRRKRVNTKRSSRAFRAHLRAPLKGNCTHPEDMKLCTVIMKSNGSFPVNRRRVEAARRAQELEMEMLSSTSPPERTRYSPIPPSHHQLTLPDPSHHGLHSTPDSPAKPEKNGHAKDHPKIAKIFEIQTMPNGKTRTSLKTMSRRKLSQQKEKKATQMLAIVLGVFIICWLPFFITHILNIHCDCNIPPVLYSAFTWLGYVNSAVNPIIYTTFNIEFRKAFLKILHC
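Tetracycline-induced Hek293 Trex D2 cells, force-coupled to calcium, loaded with no-wash calcium dye. Compound added with 180 s kinetic read for agonism, then EC20 dopamine and a further 180 s read for potentiation.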
D1 PAM: enhances dopamine response at the human D1 receptor; P21728; HEK293 TREx D1 cells, calcium flux, dopamine EC20 potentiation; potentiation, % at 10 µM; 360,000 compounds, 0.036% hits; AID 504651; in the data active = potentiation above about 30%; note: 0% is about no effect
Target sequence (P21728 whole entry, looked up): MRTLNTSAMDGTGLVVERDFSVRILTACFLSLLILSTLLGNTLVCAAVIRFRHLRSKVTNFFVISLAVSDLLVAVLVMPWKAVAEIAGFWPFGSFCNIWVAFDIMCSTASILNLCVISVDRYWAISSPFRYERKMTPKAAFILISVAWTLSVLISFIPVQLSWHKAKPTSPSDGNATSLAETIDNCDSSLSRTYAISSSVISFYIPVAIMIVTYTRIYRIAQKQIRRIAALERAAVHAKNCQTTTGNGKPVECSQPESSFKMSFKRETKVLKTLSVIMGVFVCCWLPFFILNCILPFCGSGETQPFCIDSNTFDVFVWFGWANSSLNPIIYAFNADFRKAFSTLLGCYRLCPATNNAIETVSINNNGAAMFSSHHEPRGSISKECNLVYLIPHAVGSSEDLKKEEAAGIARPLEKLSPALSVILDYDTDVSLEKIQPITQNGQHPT
D1 ag: agonists of human D1 dopamine receptor | P21728 | HEK293 T-REx D1 cells, calcium flux, agonist mode | activation, % at 2 µM | 360,000 compounds, 1% hits | AID 504660; note: 0% is about no effect
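Tetracycline-induced HEK293 TREx D1 cells, force-coupled to calcium signalling, were dye-loaded with a no-wash calcium kit. Compound was pin-added after a 10 s baseline. Fluorescence was read kinetically at 1 cycle/s for 180 s, with calcium rises flagged as agonism.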
D2 ag: activates the human D2 dopamine receptor; P14416; HEK293 T-REx D2 cells, calcium flux agonist mode; 340,000 compounds, 0.53% hits; activation, % at 2 µM;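 active = activation over 3 SD above normal in the single-dose calcium agonist read, cut at about 30% in these data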; note: 0% is about no effect
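HEK293 Trex D2 cells, tetracycline-induced, o/n 30 C 5% CO2; no-wash Ca dye, RT 30–90 min; 10-cycle baseline, 23 nl cpd added, kinetic Ca read 180 s; agonist hits = positive Ca response.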
TRHR ag: activates the human TRH receptor | 360,000 compounds, 0.18% hits | TRHR cells, calcium flux fluo-8, FDSS agonist mode | AID 493084 | activation, % at 2 µM; note: 0% is about no effect
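Fluo-8-loaded TRHR cells; 10 s baseline, compound added, kinetic Ca2+ fluorescence read 1/s, agonist mode.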
D1 antagonist: blocks dopamine activation of the human D1 receptor | activity change, negative = inhibition, % at 10 µM | 360,000 compounds, 3.2% hits | HEK293 TREx D1 cells, calcium flux, dopamine EC80; stronger effect = lower value; in the data active = activity change below about -30%; note: % is set by controls: 0 for no effect and ±100 for the full control effect
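Tetracycline-induced HEK293 T-REx cells with force-coupled D1 receptor were loaded with a no-wash calcium dye. Compound was added after a 10 s baseline and read kinetically for 180 s; EC80 dopamine was then added and calcium flux followed another 180 s.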
TRHR enhancer: TRH receptor (human) allosteric enhancement | TRHR cells, fluo-8 calcium fluorescence, EC20 TRH enhancement | enhancement, % at 2 µM | 360,000 compounds, 0.66% hits | AID 493056; in the data active = enhancement above about 30%; note: 0% is about no effect
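TRHR-expressing cells loaded with fluo-8 calcium dye were read kinetically (ex 480/em 530) during compound addition, then stimulated with an EC20 of TRH (10 nM final). Enhancement of the Gq-mediated intracellular calcium response was scored.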
RXFP1 antag: antagonists of human relaxin receptor RXFP1; HEK293-RXFP1, relaxin-stimulated cAMP HTRF, 30 min; stronger effect = lower value; 350,000 compounds, 0.59% hits; Q9HBX9; activity change, negative = inhibition, % at 57.5 µM;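 active = activity change of -60% or lower, but not beyond a set lower limit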; note: % is set by controls: 0 for no effect and ±100 for the full control effect
D2 antag: antagonizes the human D2 dopamine receptor; P14416; 340,000 compounds, 2% hits; inhibition, % at 10 µM; HEK293 TREx D2 cells, calcium flux, dopamine EC80; in the data active = inhibition above about 30%; note: 0% is about no effect
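Tetracycline-induced HEK293 T-REx cells expressing D2 force-coupled to calcium signalling were dye-loaded, exposed to compound for 180 s, then challenged with an EC80 of dopamine; calcium flux was followed kinetically for a further 180 s.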
An asterisk follows results filed as active; nt = not tested or not shown; & = joins results of further samples. Cut-off read from the data, not from the text of the source, unless noted: active = activation above about 30%; inactive = the rest.

Screens in order – D2 PAM | D1 PAM | D1 ag | D2 ag | TRHR ag | D1 antagonist | TRHR enhancer | RXFP1 antag | D2 antag
[1] COc1ccc(C(=O)Nc2cccc3nc(C)ccc23)cc1OC
  11 | -4 | -2 | -3.2 | 0.1 | -3 | 1 | 10 | -7
[2] Cc1nc(NC(=O)c2ccccc2)sc1C
  8 | -1 | 0 | -0.3 | 0.4 | -4 | 0 | 1 | 12
[3] Cc1cc(C)n(-c2nc3ccccc3c(=O)n2OCC(=O)N(C)C)n1
  9 | -4 | 3 | 0.5 | -1.8 | -1 | -1 | 6 | -17
[4] Nc1cc(Cl)ccc1C(=O)OCC(=O)NC1CCS(=O)(=O)C1 (configuration not stated)
  15 | 2 | 1 | -0.3 | -0.6 | 13 | -4 | -10 | -1
[5] CC1CC(=O)N(CC(=O)N2CCCC2)c2ccccc2S1 (configuration not stated)
  -3 | 1 | 1 | 0.6 | 0.9 | -3 | -1 | -1 | -6
[6] CC(=O)Nc1ccc(S(=O)(=O)N2CCC(C(=O)NCc3cccnc3)CC2)cc1
  5 | -6 | 3 | -0.5 | 0.8 | -1 | 1 | 6 | -2
[7] CCOc1ccc(N2C(=O)N(Cc3ccc(C)cc3C)c3ccccc3S2(=O)=O)cc1
  13 | 5 | 4 | -1.4 | 0.2 | 7 | -3 | -3 | nt
[8] Cc1ccc(S(=O)(=O)NNC(=O)C2COc3ccccc3O2)cc1 (configuration not stated)
  1 | -9 | 4 | 0.6 | 0.6 | -1 | -5 | -1 | 3
[9] COC(=O)c1ccc(CSc2nc3ccccc3s2)o1
  -6 | -5 | 6 | -0.3 | -0.1 | -13 | -4 | 7 | 4
[10] COc1cc(NC2c3ccccc3C(=O)N2Cc2ccccc2)cc(OC)c1OC (configuration not stated)
  nt | 2 | 2 | nt | -0.9 | 8 | -1 | -8 | nt
[11] CCCCC(CC)CNC(=O)CCCCCn1c(=O)[nH]c2ccsc2c1=O (configuration not stated)
  14 | -1 | 1 | -1.0 | -0.4 | 1 | -5 | nt | nt
[12] COc1ccc(CCNC(=O)/C=C/c2ccc(S(=O)(=O)N3CCOCC3)cc2)cc1
  -7 | nt | 13 | -0.4 | 0.1 | -11 | 1 | 3 | 10
[13] Cc1ccc(SCC(=O)N2CCc3ccccc32)cc1
  nt | -11 | -1 | nt | -0.4 | -10 | -2 | -2 | nt
[14] COc1ccc(CNC(=O)CSc2nnc(NC(=O)c3ccccc3F)s2)cc1
  nt | -6 | 3 | 3.7 | -0.1 | -9 | -2 | -2 | -5
[15] COc1ccc(C/C(=N\O)c2ccc(OC)cc2)cc1
  -4 | -2 | 3 | -0.7 | -0.6 | -6 | -6 | -27 | -3
[16] Cc1cc(C)cc(NC(=O)CCn2ccnc2C)c1
  6 | -3 | 4 | 0.6 | 0.1 | -9 | -1 | -4 | 13
[17] COC(=O)c1sc2ccccc2c1NC(=O)c1cccs1
  -1 | -3 | 6 | 0.2 | 0.9 | -1 | -9 | 12 | -17
[18] O=C(C(=O)N1CCCC1)c1c[nH]c2ccccc12
  20 | -4 | 3 | 1.2 | 0.0 | 5 | 12 | 4 | -13
[19] O=C(CSc1nnnn1-c1ccc(Cl)cc1)NC(=O)Nc1ccc2c(c1)OCCO2
  -4 | 3 | 2 | -0.3 | 0.7 | 4 | -1 | -8 | 7
[20] CC(C)(C)c1ccc(NC(=O)Cn2cnc3cc([N+](=O)[O-])ccc3c2=O)cc1
  -3 | -2 | 2 | 0.2 | 0.4 | 3 | -3 | -8 | -5
[21] CC(C)(C)c1cc(C(=O)NCCCn2ccnc2)cc(C(C)(C)C)c1
  -17 | 1 | 6 | -2.8 | -0.9 | 3 | -3 | -7 | 19
[22] COc1ccc(NC(=O)c2noc3c2CSc2ccccc2-3)cc1Cl
  -25 | 0 | 10 | 2.8 | 2.3 | -7 | -7 | -10 | nt
[23] Cc1c(C(=O)Nc2ccc(S(=O)(=O)Nc3ncccn3)cc2)oc2ccc(Cl)cc12
  3 | -4 | 4 | -1.8 | -0.8 | -10 | 7 | -15 | -1
[24] Cc1cc(Nc2ccccc2)nn1C(=O)c1ccc(Br)cc1
  9 | -9 | 0 | 0.4 | 0.7 | -28 | 2 | -10 | -17
[25] COC(=O)C1=C(C(=O)OC)SC(=C2C(=S)C(C)(C)N(C(=O)C(C)C)c3ccccc32)S1
  -1 | -1 | 2 | 0.8 | -0.3 | nt | -4 | -12 | -26
[26] N#C/C(=C/c1ccc(OCc2ccc(C(=O)O)cc2)cc1)C(=O)Nc1ccccc1
  5 | -4 | 3 | 0.7 | 0.9 | 13 | 2 | 1 | 13
[27] CCOC(=O)C1CCN(S(=O)(=O)c2ccc3oc(=O)ccc3c2)CC1
  -7 | -5 | 5 | -0.1 | -0.4 | 8 | -4 | 9 | -9
[28] C[C@@H]1CN(c2c(F)c(F)c3c(=O)c(C(=O)O)cn(C4CC4)c3c2F)C[C@H](C)N1
  nt | -3 | 3 | nt | -0.8 | 14 | 8 | 4&-13 | nt
[29] CC(=O)c1cccc(NC(=O)C(C)n2c(=O)cc(C)c3c(C)nn(-c4ccccc4)c32)c1 (configuration not stated)
  -5 | 0 | 4 | 0.3 | 0.6 | 4 | -6 | 4 | nt
[30] COc1ccc(N(C)C(=O)CCS(=O)(=O)c2cccc3nonc23)c(OC)c1
  8 | -9 | 1 | 8.0 | -0.8 | 2 | -3 | -16 | 10

Six compounds out of the list, ordered by number of heavy atoms, low to high:
Screens in order – D2 PAM | D1 PAM | D1 ag | D2 ag | TRHR ag | D1 antagonist | TRHR enhancer | RXFP1 antag | D2 antag
[16] Cc1cc(C)cc(NC(=O)CCn2ccnc2C)c1
  6 | -3 | 4 | 0.6 | 0.1 | -9 | -1 | -4 | 13
[24] Cc1cc(Nc2ccccc2)nn1C(=O)c1ccc(Br)cc1
  9 | -9 | 0 | 0.4 | 0.7 | -28 | 2 | -10 | -17
[30] COc1ccc(N(C)C(=O)CCS(=O)(=O)c2cccc3nonc23)c(OC)c1
  8 | -9 | 1 | 8.0 | -0.8 | 2 | -3 | -16 | 10
[26] N#C/C(=C/c1ccc(OCc2ccc(C(=O)O)cc2)cc1)C(=O)Nc1ccccc1
  5 | -4 | 3 | 0.7 | 0.9 | 13 | 2 | 1 | 13
[25] COC(=O)C1=C(C(=O)OC)SC(=C2C(=S)C(C)(C)N(C(=O)C(C)C)c3ccccc32)S1
  -1 | -1 | 2 | 0.8 | -0.3 | nt | -4 | -12 | -26
[29] CC(=O)c1cccc(NC(=O)C(C)n2c(=O)cc(C)c3c(C)nn(-c4ccccc4)c32)c1 (configuration not stated)
  -5 | 0 | 4 | 0.3 | 0.6 | 4 | -6 | 4 | nt

The results go on.
nr	compound	D2 PAM	D1 PAM	D1 ag	D2 ag	TRHR ag	D1 antagonist	TRHR enhancer	RXFP1 antag	D2 antag
31	COc1ccc(Cl)cc1NC(=O)CCc1nnc2ccc(N3CCC4(CC3)OCCO4)nn12	-9	-3	5	-0.7	-0.6	2	-2	8	-10
32	COc1ccc(OC)c(NC(=O)C23CC4CC(C2)CC(n2cnc(Br)n2)(C4)C3)c1	-9	-6	2	0.9	-0.9	9	-11	1	18
33	CCN(CC)c1cc(C)c2cc(NC(=O)c3ccc(F)cc3Cl)ccc2n1	-12	-1	1	0.1	-0.3	-9	-1	nt	nt
34	O=C(NCCc1ccccc1)c1ccc2c(=O)[nH]c3c(C(=O)NCC4CCCO4)sc(=S)n3c2c1 (configuration not stated)	-1	-6	0	1.2	0.4	-13	1	-6	-9
35	O=C(NNS(=O)(=O)c1ccccc1)c1cccc([N+](=O)[O-])c1	-4	-4	2	0.5	0.2	12	5	-11	1
36	CCNC(=S)N1CCC(c2nc3ccccc3s2)CC1	-3	2	3	0.3	0.1	7	-2	3	2
37	O=S(=O)(c1ccc2c(c1)OCCO2)N1CCN(S(=O)(=O)c2ccc(Br)cc2F)CC1	nt	2	0	nt	0.2	-1	3	nt	nt
38	CCO/C([O-])=N/c1sn[n+](C)c1C	8	-11	2	1.4	0.6	16	5	-2	-3
39	O=C(NCC1CCCO1)C1CC(=O)N(c2ccccc2)C1 (configuration not stated)	-1	6	-1	0.1	0.7	-1	-4	-15	-2
40	CCOC(=O)N1CCN(C(=O)c2cc3c(s2)-c2ccc(Cl)cc2S(=O)(=O)C3)CC1	-13	nt	6	-1.5	-0.7	-1	2	1	13
41	Cc1c(C)c2c(cc(C)c3c(-c4ccccc4)coc32)oc1=O	6	1	0	1.3	0.3	19	5	2	nt
42	CC(C)Cc1nnc(NC(=O)CCC(=O)NCCc2ccc(Cl)cc2)s1	8	3	1	-0.2	0.2	-3	-8	-19	-6
43	Cc1ccc2cc(CN(CCCN(C)C)C(=S)NCc3ccccc3)c(=O)[nH]c2c1C	2	-5	20	2.2	3.1	3	1	0	3
44	CC1CCCN(c2ccc(C(=O)Nc3nnc(C4CC4)s3)cc2[N+](=O)[O-])C1 (configuration not stated)	8	-2	2	0.1	0.1	1	1	1	-6
45	Cc1ccccc1S(=O)Cc1ccc(C(=O)NC2CC2)o1 (configuration not stated)	-3	4	2	0.1	-0.1	3	-3	0	-5
46	O=C(CN(CCc1ccccc1)S(=O)(=O)c1ccc(Br)cc1)NCc1ccc(Cl)cc1	nt	0	8	2.3	2.5	-8	20	1	nt
47	Cc1cccc(C)c1OCCNC(=O)c1ccc2ccccc2n1	nt	-6	14	nt	0.6	8	-6	-34	nt
48	CCc1cccc(C)c1NC(=O)c1cnn(-c2ccc(OC)cc2)c1C1CCN(C(=O)OC(C)(C)C)CC1	-1	-3	5	-0.3	-0.9	19	13	-35	nt
49	O=C1CCCN1c1ccc(S(=O)(=O)N2CCN(c3ccccc3)CC2)cc1	5	-4	4	0.9	-1.8	8	5	8	0
50	CCOC(=O)c1c(-n2c(C)cc(C=O)c2C)sc2c1CCCC2	-6	-2	8	0.8	0.7	-14	-1	-23	9
51	Cc1cc(Br)c2c(c1)=C(c1sc(N3CCCCCC3)nc1O)C(=O)N=2	0	-4	0	1.0	0.3	5	-2	-9	7
52	Cc1ccc(C(=O)C(C)N(C(=O)c2ccc(Cl)cc2Cl)N2C(=O)CCCC2=O)cc1 (configuration not stated)	3	-5	1	0.5	-0.6	7	-6	-1	-5
53	CC1(C)CN(C(Cc2ccccc2)C(N)=O)C1=O (configuration not stated)	5	0	3	-0.3	-0.5	8	1	5	-18
54	COc1ccc(/C(C)=N/NC(=O)CNC(=O)c2cccnc2)cc1	8	2	1	1.9	0.7	1	3	40	3
55	O=[N+]([O-])c1cc(Cl)ccc1Oc1ccc(-c2nnco2)cc1	-2	-6	6	-0.9	-0.3	-7	23	4	-10
56	COc1cccc(CNC(=O)CCCC(=O)Nc2cccc([N+](=O)[O-])c2)c1	5	-5	1	0.4	-0.1	1	2	-5	10
57	COc1ccc(CNC(=O)c2nc(SCc3ccccc3F)ncc2Cl)cc1	-4	4	19	0.0	3.7	-5	-1	-14	nt

As entered above.
In TRHR enhancer, #51 has the entry -2
In D1 antagonist, #37 has the entry -1
In D1 ag, #32 has the entry 2
In TRHR ag, #34 has the entry 0.4

Screening data (PubChem BioAssay)
